# Screens: PubChem BioAssay, several laboratories
# Yeast superoxide = lowers age-related superoxide in aged yeast cells. S. cerevisiae aged cells, superoxide DHE fluorescence; active compounds read low. superoxide response (% of plate mean), % at 10 µM. hit rate 0.18% among 330,000. AID 2690;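 active means superoxide response under a set limit, about three screen SD below normal, cut at about 65% in these data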;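 further: yeast aged for seven days with compound at 30 °C before DHE staining; 100% = average MFI of all compound-treated wells on the plate with controls excluded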
# VLA-4 inh = inhibition in a human VLA-4 binding assay; P13612; AID 2557; VLA-4 expressing cells, ligand binding flow cytometry; hit rate 0.2% among 330,000; inhibition, % (about 7 µM as worked out from the volumes in the protocol); in the data active means inhibition above about 50%
# Bcl-xL primary = inhibitors of human Bcl-xL; Q07817; GST-Bcl-xL / FITC-Bim BH3 peptide fluorescence polarization; inhibition, % at 10.9 µM; hit rate 0.7% among 320,000;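 active means inhibition above the mean of all tested compounds plus 3 SD, cutoff set per campaign, cut at about 30% in these data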;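 further: 0% = DMSO wells and 100% = unlabeled Bim-BH3 peptide competitor; inhibitors lower millipolarization by displacing the labeled peptide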
# Target sequence (Q07817 whole entry, looked up): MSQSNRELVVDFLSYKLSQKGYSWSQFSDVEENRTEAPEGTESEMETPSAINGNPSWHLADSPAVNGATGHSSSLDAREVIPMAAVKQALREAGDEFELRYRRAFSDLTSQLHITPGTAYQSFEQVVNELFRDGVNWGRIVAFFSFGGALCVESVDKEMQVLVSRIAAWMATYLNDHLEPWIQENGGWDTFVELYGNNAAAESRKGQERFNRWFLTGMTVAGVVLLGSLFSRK
# AGP1-GFP MLPCN = yeast TOR pathway AGP1-GFP modulation; S. cerevisiae AGP1-GFP multiplex flow cytometry, 3 h; GFP as percent of DMSO wells; GFP response vs DMSO, % at 10 µM; hit rate 0.02% among 320,000;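 active means GFP response relative to DMSO above a set limit, near screen average plus 3 SD, cut at about 150% in these data; inconclusive means fewer than 70 cells counted for the yeast strain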;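 further: median GFP channel fluorescence of the gated AGP1 strain per well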
# GRK2 inh = human GRK2 inhibition via aptamer displacement; P25098; bead flow cytometry, FAM-aptamer displacement from GRK2; inhibition of aptamer binding, % at 10 µM; hit rate 0.59% among 330,000;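 active means inhibition of aptamer binding above 40%, roughly 3 SD of noise, on plates passing a quality check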;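 further: median bead fluorescence of bound FAM aptamer so fluorescent compounds give negative values; no value below 0 was filed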
# MEX-5 binding = C. elegans MEX-5 TCR-2 RNA binding activity | Q9XUB2 | MEX-5/FITC-TCR2 RNA binding, fluorescence polarization; active compounds read low | activity score (negative = inhibition of binding), % at 10 µM | hit rate 0.38% among 300,000 | AID 1832;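 active means inhibition past about -25% in most replicates, and total fluorescence under double the plate's negative control median, limit read from the data; inconclusive means replicates evenly split on the limit, or fluorescence at least double controls; inactive means too little inhibition in most replicates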;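 further: 0% = DMSO and -100% = 5 µM competing unlabeled TCR2 RNA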
# MCL1-BIM inh = disrupts human MCL1 binding to BIM-BH3 peptide. Q07820. GST-MCL1 / FITC-Bim-BH3 fluorescence polarization. inhibition, % at 10.9 µM. hit rate 0.68% among 320,000. AID 2057;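 active means inhibition above the mean inhibition of all tested compounds plus 3 SD, set per campaign, cut at about 40% in these data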;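 further: 0% = DMSO wells and 100% = unlabeled Bim-BH3 peptide control; higher means more loss of mP so more displacement of Bim peptide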
# Target sequence (Q07820 whole entry, looked up): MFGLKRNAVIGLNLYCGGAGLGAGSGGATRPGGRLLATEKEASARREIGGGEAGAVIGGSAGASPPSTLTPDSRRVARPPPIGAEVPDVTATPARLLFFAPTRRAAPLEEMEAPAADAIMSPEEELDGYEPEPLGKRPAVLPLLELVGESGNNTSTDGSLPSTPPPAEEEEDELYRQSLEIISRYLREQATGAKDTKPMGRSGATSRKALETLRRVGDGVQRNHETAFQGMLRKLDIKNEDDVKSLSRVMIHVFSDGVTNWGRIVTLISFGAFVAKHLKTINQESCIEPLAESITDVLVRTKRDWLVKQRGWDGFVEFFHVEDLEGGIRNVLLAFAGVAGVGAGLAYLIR
# GLD-1 RNA inh = GLD-1-TGE RNA interaction inhibition (C. elegans) | hit rate 0.44% among 320,000 | inhibition, % at 5.96 µM | Q17339 | purified GLD-1 + fluorescein TGE RNA, fluorescence polarization;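 active means percent inhibition above a per-plate cutoff, the plate mean of test compounds plus 3 SD, cut at about 30% in these data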;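 further: 0% = DMSO wells with GLD-1 and probe and 100% = wells lacking GLD-1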
# Target sequence (Q17339 whole entry, looked up): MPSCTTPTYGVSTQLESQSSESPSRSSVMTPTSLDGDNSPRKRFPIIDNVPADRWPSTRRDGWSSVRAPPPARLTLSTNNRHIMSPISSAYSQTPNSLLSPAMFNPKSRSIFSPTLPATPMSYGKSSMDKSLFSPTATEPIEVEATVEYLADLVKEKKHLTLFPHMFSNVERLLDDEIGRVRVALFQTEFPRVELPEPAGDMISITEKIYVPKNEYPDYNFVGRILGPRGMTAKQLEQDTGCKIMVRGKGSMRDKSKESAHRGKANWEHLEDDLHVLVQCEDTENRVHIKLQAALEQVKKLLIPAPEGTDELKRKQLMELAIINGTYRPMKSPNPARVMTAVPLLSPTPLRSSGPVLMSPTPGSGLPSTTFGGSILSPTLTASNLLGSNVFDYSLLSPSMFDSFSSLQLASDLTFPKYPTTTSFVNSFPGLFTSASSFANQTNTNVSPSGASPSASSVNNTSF
# CIT2-GFP yeast = alters CIT2-GFP fluorescence in TOR pathway yeast screen; S. cerevisiae CIT2-GFP strain, flow cytometry, 3 h; 100 means same as DMSO wells; GFP response vs DMSO, % at 10 µM; hit rate 0.065% among 320,000; AID 2029;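 active means GFP response relative to DMSO above a set limit, near the screen mean plus 3 SD, cut at about 150% in these data; inconclusive means Fewer than 70 cells measured for a yeast strain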;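 further: ratio of well median GFP fluorescence to mean of DMSO wells on the plate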
# Active calls of the source: *; ? = inconclusive; . = not tested or not shown; & = joins results of further samples; ! = a repeat was not active; [ ] = another dose, or the depositor's remark. Not a hit list; overall some 2.1% were active at least once.
SMILES,Yeast superoxide,VLA-4 inh,Bcl-xL primary,AGP1-GFP MLPCN,GRK2 inh,MEX-5 binding,MCL1-BIM inh,GLD-1 RNA inh,CIT2-GFP yeast
CSc1ccc(CN2CCN(CC=C(C)C)C(CCO)C2)cc1 (centres undefined),92,-5,4,101,0,-1.3,3,3,101
O=C(Cc1ccccc1F)NNC(=O)c1cccs1,90,6,.,101,2,.,.,-2,105
COc1ccc(CC2(CO)CCN(Cc3ccncc3)CC2)cc1,93,-8,7,100,10,1.6,3,3,96
CCOC(=O)C1CCN(C(=O)c2ccc3c(=O)n4c(nc3c2)CCCCC4)CC1,81,-17,7,104,0,0.1,2,4,101
CCCC(=O)NC(=S)Nc1ccccc1N1CCOCC1,91,2,0,96,0,1.0,5,-1,96
O=C(CP(=O)(c1ccccc1)c1ccccc1)Nc1nc2ccc(Cl)cc2s1,83,1,2,103,0,-0.2,-6,-8,96
COc1ccc(N2CCN(Cc3nc(-c4ccc(Cl)cc4Cl)no3)CC2)cc1,95,4,1,98,1,-4.0,1,6,99
CC(C(=O)Nc1ccc(F)c(F)c1F)N(C)CC(=O)Nc1ccccc1Br (centres undefined),106,0,-3,105,1,0.7,-9,10,100
C=CCn1c(COc2cccc(C)c2C)nnc1SCC(=O)N1CCN(c2ccccc2)CC1,118,-17,-4,100,0,1.9,-19,1,97
O=S(=O)(Nc1cccc(-c2ccc3nncn3n2)c1)c1ccc(Cl)s1,116,-2,-2,105,0,0.0,1,4,102
COc1ccccc1C(=O)Nc1ccnn1C1CCN(CC2CC=CCC2)CC1 (centres undefined),88,12,7,98,0,1.2,-1,2,96
CC(C)(C)c1ccccc1OCCOCCNCc1ccccc1,91,-29,2,101,0,-0.4,6,3,112
CCN1CCN(c2ccc(NC(=O)c3cc(S(=O)(=O)N4CCCC4)ccc3Cl)cc2)CC1,72,-125,-9,100,0,.,-14,-7,95
COC(=O)c1cc(C)sc1NC(=S)N1CCN(CCc2ccccc2)CC1,121,16,0,98,2,-1.7,6,4,103
COC(=O)c1cn(NC(=O)c2ccncc2)c(=O)c2ccccc12,104,12,4,111,0,-2.5,7,3,115
COc1ccc(/C(O)=C/c2nc3ccc(C(=O)NCCc4cccc(C)c4)cc3[nH]c2=O)cc1OC,104,-25,-1,97,5,-8.9,-29,-16,100
Cc1cccc(C)c1NC(=O)C(c1cccc([N+](=O)[O-])c1)N(C)C(=O)c1ccccn1 (centres undefined),96,11,-1,96,2,1.9,-12,3,98
CCCC[C@@H]1C=C(C(=O)O)[C@H](c2ccc3c(c2)OCO3)N1S(=O)(=O)c1ccc(C)cc1,111,6,.,97,0,.,.,5,100
COc1ccc(C(=O)Nc2nc(C)c3cc4c(cc3n2)OCO4)cc1,86,1,5,104,0,-6.8,2,-5,103
CC(C)c1c(C(=O)N/N=C/c2cccnc2)nnn1-c1nonc1N,100,-5,-1,101,0,0.1,-2,9,106
COC(=O)/C(C#N)=C(/Nc1ccc(F)c(Cl)c1)C(F)(F)F,103,-3,0,102,0,1.8,2,5,101
Cc1sc(NC(=O)c2ccc3ncsc3c2)c(C(N)=O)c1C,91,-5,5,103,0,-2.9,3,6,98
CCOc1ccc2cc(C3CC(c4ccco4)=NN3S(C)(=O)=O)c(=O)[nH]c2c1 (centres undefined),96,-33,3,101,1,-4.5,-2,-7,103
O=C(NC1CCCCC1)C1CCN(c2nnnn2-c2ccccc2)CC1,104,4,1,93,0,2.2,-5,3,90
CCC(NC(=O)c1cc(COc2ccc(C)nc2)on1)c1ccc(C)cc1 (centres undefined),105,-2,2,91,0,-1.9,0,0,89

# Further compounds follow:
SMILES,Yeast superoxide,VLA-4 inh,Bcl-xL primary,AGP1-GFP MLPCN,GRK2 inh,MEX-5 binding,MCL1-BIM inh,GLD-1 RNA inh,CIT2-GFP yeast
Cc1occc1C(=O)NNS(=O)(=O)c1ccc(Cl)cc1,108,9,0,100,3,1.1,-2,-11,99
C=CCn1c(=O)/c(=C/c2ccc(F)cc2)s/c1=C(\C#N)c1nnc2n1CCCCC2,84,-4,2,93,0,-3.1,3,0,96
COc1ccc(N2CCN(C(=O)c3ccc(F)cc3)CC2)c([N+](=O)[O-])c1,94,0,4,95,3,0.2,-1,9,92
CCN(Cc1ccc(Cl)s1)C(=O)c1cccc(OCc2c(C)noc2C)c1,99,22,.,89,1,.,.,4,81
COc1cc(S(=O)(=O)N2CCCCC2)ccc1NC=O,108,-16,7,100,5,3.0,-4,5,99
Clc1cccc(Nc2c3c(nc4ncnn24)CCC3)c1,98,9,6,26[may fluoresce violet],4,-2.2,5,1,?
COc1ccc(NC(=O)COC(=O)CCSc2ccccc2)cc1OC,103,-7,.,98,0,.,.,9,88
OCC[C@H]1C[C@H](O)[C@@H](O)[C@@]2(OCc3ccccc32)O1,103,-2,2,73,0,.,-1,-2,71
Cc1ccc(S(=O)(=O)NCCC(=O)Nc2cccc(S(=O)(=O)N3CCCC3)c2)cc1C,90,6,.,98,2,.,.,-7,108
O=C(c1csc2c1CCCC2)N1CCN(c2ccccc2)CC1,112,1,8,96,2,-0.6,1,2,90
C#CCn1c(=NC(=O)c2ccc(Cl)s2)sc2cccc(OC)c21,95,-40,4,103,76*,-2.8,2,3,108
CC(NC(=O)C1CCCN(S(=O)(=O)c2cnc[nH]2)C1)c1ccccc1 (centres undefined),91,-11,0,111,0,1.3,0,-2,107
COc1ccc(-c2noc(N3CCC(C(=O)NC(C)c4ccccc4)CC3)n2)cc1 (centres undefined),112,6,2,103,0,-4.5,0,2,104
COc1cccc(CNC(=O)COC(=O)C2CC3CCCC(C2)C3=O)c1 (centres undefined),118,2,3,103,3,-2.0,-4,4,95
O=C(COC(=O)CNC(=O)C1CCCCC1)NCc1ccccc1,98,4,-4,99,0,.,3,1,101
O=C(c1ccccc1)N(c1ccccc1)C1C=CS(=O)(=O)C1 (centres undefined),89,12,8,105,4,-0.2,0,8,100
COC(=O)c1ccccc1NC(=O)Nc1cc(C)cc(C)n1,118,8,0,90,5,-0.7,6,0,95
O=C(NC12CC3CC(CC(C3)C1)C2)c1cc([N+](=O)[O-])ccc1Cl,97,9,3,105,2,2.4,-4,-8,101
O=C(/C=C/c1ccco1)Nc1ccccn1,90,28,6,100,6,0.1,-4,7,103
COc1cc(OC)c(C(=O)Nc2ccc(S(=O)(=O)Nc3ncccn3)cc2)cc1OC,88,0,8,104,1,-0.3,2,7,107
COCCn1nnnc1C(c1cccs1)N1CCN(c2nc3ccccc3s2)CC1 (centres undefined),90,1,8,100,2,0.2,4,-3,101
Cc1ccc(CNC(=O)/C=C/c2c(Cl)cccc2Cl)cc1,132,35,2,102,2,3.5,-6,5,100
O=C(CCN1C(=O)/C(=C/c2ccc(F)cc2)SC1=S)Nc1cc([N+](=O)[O-])ccc1O,98,2,0,106,0,-3.9,6,-6,102
CC1CCC2(CC1)NC(=O)N(CC(=O)N1CCN(C(=O)c3cccs3)CC1)C2=O (centres undefined),84,6,-3,99,3,.,-2,2,88
Cc1ccc(/C=N/NC(=S)NC2CCS(=O)(=O)C2)cc1 (centres undefined),82,-143,4,107,0,-1.5,8,5,105

# Continued.
SMILES,Yeast superoxide,VLA-4 inh,Bcl-xL primary,AGP1-GFP MLPCN,GRK2 inh,MEX-5 binding,MCL1-BIM inh,GLD-1 RNA inh,CIT2-GFP yeast
CCC(C)NC(=O)CN(c1ccc2c(c1)OCO2)S(=O)(=O)c1c(C)n[nH]c1C (centres undefined),102,-3,2,101,0,1.9,5,5,102
COc1ccc(N2CCN(Cc3cc(=O)c(OCC(=O)Nc4ccccc4)co3)CC2)cc1,89,46,3,107,0,3.3,-4,4,103
O=C(CN1C(=O)NC2(CCOc3ccccc32)C1=O)c1ccc(Cl)s1 (centres undefined),103,-16,-9,108,0,.,-4,-2,81
O=C(CS(=O)(=O)c1ccccc1)Nc1nnc(-c2cccs2)o1,80,6,4,106,0,1.5,-2,5,99
Cc1ccc(S(=O)(=O)Oc2ccc(C)cc2/C=N/N=C2\NC(=O)C(C)S2)cc1 (centres undefined),95,5,1,107,0,0.1,10,2,104
c1cnc2c(c1)ccc1cccnc12,64*!,-3&2,-4&-6,93&89,1&2,1.6&-4.9,2&-7,5&4,82&120
COc1ccccc1-n1cnnc1SCC(=O)Nc1nc(C)c(Cl)cc1Cl,92,9,-1,93,2,0.1,-5,-3,87
CCCCNC(=O)N(O)C1N(/N=C/c2ccccc2O)C(=S)SC1(C)C (centres undefined),109,14,.,101,0,-1.7,.,.,97
CCCCNC(=O)N1CCN(Cc2cccc(F)c2)CC1,103,5,-10,101,1,-3.0,-6,2,99
CCCCS(=O)(=O)N1CCCC(C(=O)Oc2ccccc2OC)C1 (centres undefined),85,-1,-5,92,2,0.9,-11,1,100
CCS(=O)(=O)N1CCN(S(=O)(=O)c2ccc(Cl)s2)CC1,98,7,0,103,4,-3.1,-6,-1,99
CCC12CN3CCN(CC(C3)/C1=N\NC(=O)c1ccc(Cl)cc1)C2,102,9,1,104,0,1.1,0,5,.
N=C(N)SCc1ccc(O)c([N+](=O)[O-])c1,119,-1,2,108,2,-9.6,1,4,91
CCn1c(NCc2cc(OC)ccc2OC)nc2ccccc21,74,13,-1,94,0,0.4,2,0,94
COc1ccc(Cl)cc1-n1c(C)cc(C(=O)OCC(=O)N2CC(=O)Nc3ccccc32)c1C,101,0,12,97,1,1.0,16,7,100
c1ccc(CN2CCC3(CCCc4ccccc43)CC2)cc1,87,11,8,89,0,.,11,2,86
CCN(CC)c1ccc(N2C(=O)/C(=C\c3cccs3)SC2=S)cc1,105,28,-1,104,0,-2.7,0,-7,99
Cn1c(=O)cc(OCC(=O)Nc2ccccn2)c2ccccc21,87,6,0,95,5,2.6,-1,3,95
COc1ccc(CN2C(=NC(=O)C3CCCO3)SC3CS(=O)(=O)CC32)cc1 (centres undefined),102,13,1,98,2,0.8,1,14,105
CC1CCN(C(=O)CCc2nnc3ccc(NCCCN4CCCC4=O)nn23)CC1,101,-9,4,126,0,0.8,3,13,113
Cc1ccc(-c2noc(CCCN3C(=O)c4ccccc4C3=O)n2)cc1,95,-9,4,104,0,3.0,0,2,.
CCc1sc(C(=O)N2CCc3cc(OC)c(OC)cc3C2CC(=O)O)cc1C (centres undefined),117,-1,0,91,0,.,4,4,70
Cc1cccc(OCC(O)CN2C(C)(C)CC(O)CC2(C)C)c1 (centres undefined),86,0,6,85,1,-0.4,5,6,77
CCOC(=O)c1ccc2c(c1)nc(SCC(=O)N1CCCCC1)n2CC,103,7,-11,103,0,1.1,-10,5,101
COc1ccc(NC(=S)Nc2ccccc2C(F)(F)F)cc1,99,-6,5,90,1,1.8,5,6,.
CC1CN(C(=O)COC(=O)c2cnc(Cl)c(Cl)c2)CC(C)O1 (centres undefined),94,-1,.,88,0,.,.,0,113
O=S(=O)(Nc1nc2ccccc2nc1Nc1cccc(S(=O)(=O)N2CCCCC2)c1)c1ccccc1,86,-18,15,77,0,.,11,2,77
Clc1cccc(OCc2nc(-c3ccncc3)no2)c1,97,3,2,93,4,0.2,5,4,107
Cc1ccc(CNC(=O)C2CCC(=O)N(CCc3ccccc3)C2)s1 (centres undefined),106,4,2,117,3,-1.7,2,-5,109
